LANA DNA inh – inhibitors of KSHV LANA C-terminal domain DNA binding; MBP-C-LANA/FAM-LBS DNA binding, fluorescence polarization; inhibition, % at 9 µM; 0.078% of 340,000 active;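 active = highest replicate inhibition at or above 60% at 9 µM, even if other replicates fall short; inactive = all replicates below 60% inhibition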;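 also: 0% = neutral control wells and 100% = 4 µM acridine orange control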
PKA-R2B activ – PKA-R2B complex activation; 0.079% of 340,000 active; PKA-R2B holoenzyme dissociation, Cy5-IP20 fluorescence polarization; R2B truncated from residue 108, S112A mutant; 0% DMSO only, 100% 113 µM cGMP; activation, % at 11.4 µM;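 active = activation above a cutoff set at the mean over all compounds plus 3 SD, cut at about 18% in these data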;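 also: higher means more holoenzyme dissociation and a rise in polarization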
Target sequence (P31323 whole entry, looked up, other chains not shown, the tested form may be a part): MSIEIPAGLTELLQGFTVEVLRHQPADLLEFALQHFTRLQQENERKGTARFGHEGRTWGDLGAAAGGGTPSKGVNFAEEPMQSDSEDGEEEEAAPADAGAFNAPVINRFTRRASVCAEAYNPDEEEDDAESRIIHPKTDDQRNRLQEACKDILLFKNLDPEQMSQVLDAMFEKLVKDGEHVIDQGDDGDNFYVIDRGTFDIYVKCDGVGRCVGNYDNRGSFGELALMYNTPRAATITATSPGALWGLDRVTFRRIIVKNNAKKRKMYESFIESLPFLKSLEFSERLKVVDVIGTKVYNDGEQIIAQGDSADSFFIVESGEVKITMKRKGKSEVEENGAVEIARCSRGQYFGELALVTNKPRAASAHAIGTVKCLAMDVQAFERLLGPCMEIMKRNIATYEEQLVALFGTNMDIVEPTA
NSD2 HMT inh – inhibitors of human histone methyltransferase NSD2 | AID 743445 | NSD2 peptide methylation, AlphaScreen, 120 min | inhibition, % at 12.5 µM | 0.54% of 310,000 active | O96028; in the data active = inhibition above about 50%
SR-BI HDL uptake – inhibitors of mouse SR-BI mediated HDL lipid uptake; ldlA[mSR-BI] CHO cells, DiI-HDL uptake fluorescence, 3 h; 0.96% of 320,000 active; Q61009; inhibition, % at 12.5 µM;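 active = mean replicate inhibition of at least 70% and a set share of replicates each scoring 70 or more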;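 also: 0% = median of neutral control wells and 100% = median of positive control wells; values of inactives mirror those of a sister screen read the other way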
Arr AP2 block – blocks beta-arrestin peptide binding to AP2 adaptin | inhibition, % at 10 µM | FITC-arrestin peptide / GST-AP2 beads, flow cytometry; AP2 beta2 appendage carries R879A mutation | 0.31% of 340,000 active;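 active = inhibition above a set limit, near 3 SD of compounds lacking own fluorescence, cut at about 54% in these data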;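 also: plate controls were DMSO wells for no effect and 5 µM unlabelled arrestin peptide for full effect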
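Material – GST-tagged AP2 beta2-adaptin appendage (R879A) on 4 µm glutathione beads · Probe or stimulus – fluorescein-tagged arrestin peptide at 50 nM final · Timing – 12 min plus 1 h, RT · Detection – bead flow cytometry, FITC channel · Read-out basis – inhibition as reduced fluorescein signal on beads, percent · Medium – PBS plus Tween 20 (0.05%) and BSA (0.1%)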
Cardiac RTF inh – cardiac RTF calcium desensitization | P19429+P45379 | IANBD-labeled cardiac RTF, Ca2+ fluorescence | inhibition, % at 7.15 µM | 0.12% of 340,000 active;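 active = inhibition above the mean inhibition of all tested compounds plus 3 SD, cut at about 17% in these data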;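 also: assay run at fixed EC70 calcium of 1.6 mM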
Keap1 Nrf2 FP – Keap1-Nrf2 (human) interaction inhibition | Q14145 | Keap1 Kelch-Nrf2 peptide fluorescence polarization, 1536-well | inhibition, % at 9.4 µM | 0.15% of 340,000 active | AID 504523; in the data active = inhibition above about 12%;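 also: human Keap1 Kelch domain with fluorescein labeled Nrf2 9mer peptide probe; 0% = neutral control wells and 100% = peptide positive control; higher means more block of Keap1 binding to Nrf2 peptide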
PvdQ acylase – blocks Pseudomonas aeruginosa PvdQ acylase activity. purified PvdQ acylase, fluorescence plate reader. inhibition, % at 10 µM. AID 488965. 0.063% of 340,000 active; in the data active = inhibition above about 30%, passing the limit was not always enough;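 also: 0% = vehicle neutral wells and 100% = reference inhibitor wells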
SR-BI DiI-HDL act – SR-BI HDL lipid transfer activation. CHO ldlA[mSR-BI] cells, DiI-HDL uptake fluorescence, 3 h; 100 = double the neutral-control signal. AID 504775. activation, % at 12.5 µM. 0.096% of 320,000 active;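 active = mean replicate activation of at least 60% and every replicate at or above 60%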;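 also: 0% = median plate neutral-control signal and 100% = twice that signal; values of inactives mirror those of a sister screen read the other way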
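System: CHO ldlA[mSR-BI] cells / Medium: HEPES-buffered (25 mM, pH 7.4) F12 plus 0.5% BSA / Probe or stimulus: labelled HDL, 10 µg/mL / Doses: single compound concentration, delivered by pin transfer / Schedule: 3 h, 37 °C / Measured by: DiI fluorescence, bottom read / Measure: cell-associated DiI fluorescence as measure of HDL uptake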
DAGLB inhibitor – diacylglycerol lipase beta (human) inhibition; inhibition, % at 5.17 µM; 0.059% of 340,000 active; HEK293T DAGLB membrane lysate, EnzChek fluorogenic substrate; Q8NCG7; in the data active = inhibition above about 34%;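 also: 0% = enzyme with vehicle and 100% = wells lacking enzyme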
Target sequence (Q8NCG7 whole entry, looked up): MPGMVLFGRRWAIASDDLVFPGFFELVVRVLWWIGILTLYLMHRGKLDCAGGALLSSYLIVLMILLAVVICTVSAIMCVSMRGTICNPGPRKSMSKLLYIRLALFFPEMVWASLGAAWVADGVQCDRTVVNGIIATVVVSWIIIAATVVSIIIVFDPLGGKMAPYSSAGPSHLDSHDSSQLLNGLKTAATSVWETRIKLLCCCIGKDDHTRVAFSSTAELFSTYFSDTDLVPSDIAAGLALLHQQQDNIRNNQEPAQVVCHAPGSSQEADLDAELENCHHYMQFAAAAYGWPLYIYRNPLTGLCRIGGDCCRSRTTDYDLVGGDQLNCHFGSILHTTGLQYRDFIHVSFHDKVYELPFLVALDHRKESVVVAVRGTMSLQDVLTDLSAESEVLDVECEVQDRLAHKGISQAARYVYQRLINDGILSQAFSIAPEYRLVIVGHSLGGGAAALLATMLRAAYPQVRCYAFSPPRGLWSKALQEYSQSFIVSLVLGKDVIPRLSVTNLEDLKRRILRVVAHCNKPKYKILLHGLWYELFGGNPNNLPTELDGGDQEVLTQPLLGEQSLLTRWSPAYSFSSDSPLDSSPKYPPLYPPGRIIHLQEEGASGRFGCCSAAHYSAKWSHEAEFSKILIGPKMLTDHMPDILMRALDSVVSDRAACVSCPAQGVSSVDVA
* hit, by the source's call; . = not tested or not shown; & = joins results of further samples.

SMILES	LANA DNA inh	PKA-R2B activ	NSD2 HMT inh	SR-BI HDL uptake	Arr AP2 block	Cardiac RTF inh	Keap1 Nrf2 FP	PvdQ acylase	SR-BI DiI-HDL act	DAGLB inhibitor
O=C(CSc1ccccc1)NCc1ccccc1	-0.1	-9	-1	-8	1	0	-2	-5	8	0
CCOC(=O)/C(C#N)=N/Nc1ccc(S(=O)(=O)N2CCc3ccccc32)cc1	1.4	-3	3	6	-3	-1	2	-9	-6	5
Cn1cccc1/C=C1\SC(=S)N(NC(=O)c2ccccc2)C1=O	-4.9	-1	11	-21	-5	-27	-37	1	21	-1
Cc1cc(NC(=O)C2CCCCC2)ccc1NC(=O)c1ccccc1Cl	0.7	-3	0	.	6	-21	4	-19	.	-1
Cc1ccccc1OCC1Cc2c(nc(N)c(C#N)c2N)O1 (centres undefined)	-1.1	3	8	14	2	1	-6	-4	-14	3
CC1CCCCN1c1nnc(N)s1 (centres undefined)	0.4	18	-3	-6	0	0	1	-12	6	1
COc1cc(OC)cc(N2C(=O)CC(N3CCC(C(=O)N4CCCCC4)CC3)C2=O)c1 (centres undefined)	3.1	0	1	9	-4	1	2	-5	-9	1
CC1CC(Nc2ccccc2)c2ccccc2N1C(=O)c1ccccc1F (centres undefined)	0.9	-9	-5	-7	40	-2	-2	-1	7	-6
Cc1ccccc1NC(=S)N(C)Cc1cccs1	1.8	1	7	-17	6	-8	-5	-11	17	0
Oc1c(C(c2cccs2)N2CCN(c3cccc(Cl)c3)CC2)sc2ncnn12 (centres undefined)	1.2	-3	.	15	0	-9	1	-84	-15	-3
Cc1cc(C)cc(NS(=O)(=O)c2ccc(NC(=O)C3CCCCC3C(=O)O)cc2)c1 (centres undefined)	1.3	-13	0	-10	-13	-11	1	-9	10	6
CCOC(=O)C1=C(C)NC(C)=C(C(=O)OCC)C1c1ccccn1	0.6	-5&-5	-2&-4	-30	0	-7	-2	-12	30	-1&-2
CC(Sc1ccc(Cl)cc1)C(=O)NNC(=O)c1ccncc1 (centres undefined)	0.4	1	-1	-15	8	2	-2	-14	15	1
CCOC(=O)C1CCCN(Cc2cn[nH]c2-c2ccc(F)cc2F)C1 (centres undefined)	-1.1	-11	3	-10	-25	-16	-2	-18	10	1
CCN(CC)C(=O)c1cn(-c2ccccc2)nc1-c1ccc2c(c1)OCCO2	0.5	2	1	41	-4	-5	3	12	-41	0

Continued, overlapping the part above by two compounds.
SMILES	LANA DNA inh	PKA-R2B activ	NSD2 HMT inh	SR-BI HDL uptake	Arr AP2 block	Cardiac RTF inh	Keap1 Nrf2 FP	PvdQ acylase	SR-BI DiI-HDL act	DAGLB inhibitor
CCOC(=O)C1CCCN(Cc2cn[nH]c2-c2ccc(F)cc2F)C1 (centres undefined)	-1.1	-11	3	-10	-25	-16	-2	-18	10	1
CCN(CC)C(=O)c1cn(-c2ccccc2)nc1-c1ccc2c(c1)OCCO2	0.5	2	1	41	-4	-5	3	12	-41	0
CCC(C)Sc1nnc(NC(=O)C2CCN(C(=O)c3ccco3)CC2)s1 (centres undefined)	2.4	-4	0	.	5	-44	-5	9	.	0
CCn1c(CNc2ccc(OC)cc2)nnc1SCC(=O)Nc1ccc(F)cc1	-0.7	-4	5	14	3	6	-5	-6	-14	-1
O=C(Nc1ccc2snnc2c1)N1CCSCC1	0.0	3	-1	7	-3	-12	-2	-12	-7	1
Cc1ccc(NC(=O)C2CC2c2ccccc2)c([N+](=O)[O-])c1 (centres undefined)	4.9	1	13	2	-11	-7	0	-17	-2	-13
CC(C)(C)n1nc2c(c1NC(=O)Cc1ccc(F)cc1)CSC2	-2.1	9	.	24	5	0	-2	-9	-24	0
Cc1c(C(=O)NCc2ccco2)oc2c(Cl)cccc12	-1.4	-7	0	25	12	0	1	-7	-25	-3
CCCOc1ccc(C2=CC(=O)C[C@H](c3ccc(OC)cc3)C2)cc1	-1.1	7	.	0	.	-12	-2	-10	0	-12
CC(=O)N(Cc1ccccc1)Cc1nc2sc(C)c(C)c2c(=O)[nH]1	0.7	0	3	-7	22	0	-5	3	7	-1
C/C(N)=C(/C#N)C(=O)CSc1nnc(Nc2c(C)cccc2C)s1	2.1&-0.1	0&5	1	-3	7&-4	-2&-1	6&0	-5&-10	3	3&2
Cc1ccc(NC(=O)NCc2ccc3c(c2)OCO3)cc1	0.2	1	-3	-18	14	-10	0	-14	18	-1
COc1cc(S(=O)(=O)NCc2ccccn2)c(OC)cc1Cl	1.0	-1	-1	-5	29	-4	2	1	5	-1
Clc1ccccc1OCc1nnc(-c2ccccc2)o1	-1.5	-12	-1	-15	1	-2	2	-14	15	-8
Cc1nc(-c2ccc(NC(=O)c3ccccc3)cc2)cs1	0.4	3	-3	23	4	0	1	-3	-23	-2
O=C(NCC1CCS(=O)(=O)C1)NCC1CCS(=O)(=O)C1 (centres undefined)	0.3	0	2	-16	-4	0	1	6	16	-1
CCOC(=O)c1c(NC(=O)/C=C/c2ccc(C)o2)sc(C)c1C	-0.8	5	-1	29	32	-1	2	0	-29	-12
O=C(Cc1cccc(NC(=O)C2CCN(C(=O)C3CCCC3)CC2)c1)Nc1cccc(C(=O)N2CCCCC2)c1	-0.6	15	.	38	1	-2	3	-11	-38	-7
Cc1ccccc1N1C(=O)C2C3C=CC(C2C1=O)N(C)C3=O (centres undefined)	-0.7	-2	0	6	1	-4	-3	-16	-6	-4
Cc1ccc(C)c(OCC(=O)Nc2ccccc2C(=O)N2CCN(C)CC2)c1	-1.1	4	10	3	-24	1	5	-9	-3	-1
COc1cc(C(=O)NNC(=O)c2ccccc2OCc2c(C)noc2C)cc(OC)c1OC	0.7	2	2	11	11	-3	-1	0	-11	-2
Cc1ccc(O)c(N=CC2=C(O)c3ccccc3C2=O)c1	0.4	-17	0	118*	4	12	-4	-9	-118	11
CCC(CC)N1CCN(CCc2ccccc2)C(CCO)C1 (centres undefined)	1.1	1	-1	-12	29	3	-4	9	12	-2
O=C(c1ccccc1)c1ccc(-n2ccnc2)c([N+](=O)[O-])c1	-1.0	-19	5	.	2	-10	0	-7	.	0
COC(=O)CNC(=O)COC(=O)c1ccc(Cl)nc1	0.1	0	-1	-29	0	-1	-6	-11	29	-2
COCCn1c(C)c(C)c2c(NCCc3ccccc3)ncnc21	1.7	-2	35	38	4	1	-8	-12	-38	0
COc1ccc(C2=C(N)c3ccccc3C2=O)cc1	-1.0	2	7	-16	8	-1	-3	12	16	7
COC(=O)c1cc(C#N)c(=O)[nH]c1C	-1.0	-4	-2	-13	17	-8	-4	-9	13	-1
CC(C)NC(=O)C1CC(=O)N(C(C)c2ccccc2)C1 (centres undefined)	0.9	-2	-1	-25	7	-1	3	-6	25	0
Cc1ccc(S(=O)(=O)N2CCOCC2)cc1NC(=O)CN1C(=O)NC2(CCCC2)C1=O	0.7	1	-1	-10	12	-4	-2	5	10	-1
CSc1ccc(S(=O)(=O)N2CCC(C(=O)NCCc3ccccc3)CC2)cc1	0.7	-2	0	-23	20	-5	4	-2	23	0
CC(OC(=O)c1ccc2c(c1)OCO2)C(=O)NC1CCCCC1C (centres undefined)	0.7	-9	1	-20	25	-22	3	-2	20	1
NC(=O)c1cn(-c2ccccc2)nc1-c1cccnc1	-2.3	2	-9	-24	-3	-5	-5	-6	24	2
CCc1nnc(NC2=NCCC2)s1	-0.1	-2	-7	-15	8	-6	4	-11	15	4
C=CCn1c(SCC(=O)Nc2ccc(C(=O)OCC)cc2)nnc1-c1cccs1	-1.5	14	-2	7	6	2	0	-11	-7	-10
COc1ccccc1C(=O)OCC(=O)Nc1cccc(S(=O)(=O)N2CCCC2)c1	0.1	-4	1	-10	-1	2	-5	-13	10	1
COC(=O)C1CCN(C(=O)C2CCN(C(=O)[C@@H](NS(=O)(=O)c3ccc(C)cc3)C(C)C)CC2)CC1	2.0	3	.	6	-1	-1	-2	-3	-6	-4
COc1ccc(C(=O)/C=C/C(=O)N(CC(=O)NC2CCCCC2)Cc2ccccc2OC)c(O)c1	-0.7	12	-2	-1	4	-4	0	-12	1	-2
CCCCc1c(O)nc(SCC(=O)Nc2ccc(C)cc2)n(-c2ccc(OC)cc2)c1=O	0.1	1	-2	6	6	-14	-3	-15	-6	3
Clc1cccc(Cl)c1Cn1cnc(=NCc2ccco2)c2[nH]cnc21	-0.1	-10	7	31	-8	5	-3	-4	-31	2
COC1CCCCC1NS(=O)(=O)c1ccc(Cl)cc1 (centres undefined)	-1.5	-9	.	-28	-5	-12	3	-13	28	-2
CCN(CC)S(=O)(=O)c1ccc(S(=O)(=O)N2CCCC2)cc1	0.8	-16	-4	-7	37	0	1	4	7	-1
CN1C(=O)CC(N2CCC(c3nc4ccccc4[nH]3)CC2)C1=O (centres undefined)	-0.1	-6	.	-6	2	-6	-3	2	6	0
COc1ccc(NC(=O)CC(NC(C)c2ccccc2)C(=O)O)cc1 (centres undefined)	-0.2	3	1	-30	-3	-12	-3	-11	30	1
Cc1nn(CC(=O)NCCCN2CCCCC2)c(=O)c2cc(-c3ccccc3)nn12	-2.3	-11	0	-5	4	1	-8	-7	5	0
COc1ccc2oc(=O)cc(-c3cc4cccc(OC)c4o3)c2c1	-1.4	9	-2	16	-6	0	-2	-5	-16	-1
O=[N+]([O-])c1cc(-c2cccnc2)n[nH]1	3.4	6	-1	15	0	-4	-1	0	-15	1
Cc1ccc(-c2c(C)nn3c(N4CCOCC4)cc(C)nc23)cc1	-13	-6	2	1	-20	-2	-2	-3	-1	-1
CC1=C(C(=O)Nc2ccccc2C(=O)NC2CCCCC2)SCCO1	-0.8	0	-2	-9	-12	-4	0	-8	9	-2
COc1ccc(C(=O)NCCN2CCOCC2)c(OC)c1OC	-0.5	10	-4	-16	41	-2	-2	-2	16	0
CCC(C(=O)NC1CCCCCC1)n1nc(C)c2c(C)n(-c3ccccc3)nc2c1=O (centres undefined)	0.0	4	7	21	10	1	-4	-10	-21	1
O=C(OCC(=O)N1CCCc2ccccc21)c1ccc(F)c(S(=O)(=O)N2CCOCC2)c1	0.4	-6	0	21	2	-7	3	0	-21	0
Cc1ccccc1CSc1nnc(C)n1N	1.1	1	1	-27	4	-2	-4	-2	27	-2

An excerpt from above in order of their number in NSD2 HMT inh, falling:
mol,LANA DNA inh,PKA-R2B activ,NSD2 HMT inh,SR-BI HDL uptake,Arr AP2 block,Keap1 Nrf2 FP,PvdQ acylase,SR-BI DiI-HDL act,DAGLB inhibitor
Cc1ccc(-c2c(C)nn3c(N4CCOCC4)cc(C)nc23)cc1,-13,-6,2,1,-20,-2,-3,-1,-1
Cc1ccccc1CSc1nnc(C)n1N,1.1,1,1,-27,4,-4,-2,27,-2
O=C(OCC(=O)N1CCCc2ccccc21)c1ccc(F)c(S(=O)(=O)N2CCOCC2)c1,0.4,-6,0,21,2,3,0,-21,0
CC1=C(C(=O)Nc2ccccc2C(=O)NC2CCCCC2)SCCO1,-0.8,0,-2,-9,-12,0,-8,9,-2
COc1ccc(C(=O)NCCN2CCOCC2)c(OC)c1OC,-0.5,10,-4,-16,41,-2,-2,16,0
